FadD28 FP inh – M. tuberculosis FadD28 bisubstrate binding inhibition; actives 0.22% (n = 360,000); inhibition, % at 12.5 µM; FadD28 bisubstrate probe binding, fluorescence polarization; in the data active = inhibition above about 8.5%, passing the limit was not always enough; inconclusive = no clear call, values can overlap the other calls
BioA inh – blocks M. tuberculosis BioA enzyme activity; purified M. tuberculosis BioA enzyme, plate reader; inhibition, % at 9.99 µM; actives 0.096% (n = 360,000); AID 602481; in the data active = inhibition above about 40%; inconclusive = no clear call, values can overlap the other calls
UGM FP inh – blocks M. tuberculosis UGM enzyme; inhibition, % at 10 µM; P9WIQ1; actives 0.06% (n = 320,000); purified UGM, fluorescence polarization probe displacement; in the data active = inhibition above about 10%, passing the limit was not always enough; inconclusive = no clear call, values can overlap the other calls
GDH-TPI inh – counter-screen for M. tuberculosis FBA inhibitors: GDH-TPI coupled enzymes | inhibition, % at 4.8 µM | GDH-TPI coupled enzyme counterscreen, NADH absorbance | actives 1.2% (n = 360,000); in the data active = inhibition above about 30%;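 also: 0% = DMSO wells and 100% = wells lacking the enzyme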
Rv3671c protease – inhibits the M. tuberculosis serine protease Rv3671c. P9WHR9. inhibition, % at 5.96 µM. actives 0.048% (n = 320,000); in the data active = inhibition above about 38%;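 also: extracellular domain of Rv3671c used as enzyme; 0% = enzyme with DMSO and 100% = no enzyme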
Target sequence (P9WHR9 whole entry, looked up, the tested form may be a part): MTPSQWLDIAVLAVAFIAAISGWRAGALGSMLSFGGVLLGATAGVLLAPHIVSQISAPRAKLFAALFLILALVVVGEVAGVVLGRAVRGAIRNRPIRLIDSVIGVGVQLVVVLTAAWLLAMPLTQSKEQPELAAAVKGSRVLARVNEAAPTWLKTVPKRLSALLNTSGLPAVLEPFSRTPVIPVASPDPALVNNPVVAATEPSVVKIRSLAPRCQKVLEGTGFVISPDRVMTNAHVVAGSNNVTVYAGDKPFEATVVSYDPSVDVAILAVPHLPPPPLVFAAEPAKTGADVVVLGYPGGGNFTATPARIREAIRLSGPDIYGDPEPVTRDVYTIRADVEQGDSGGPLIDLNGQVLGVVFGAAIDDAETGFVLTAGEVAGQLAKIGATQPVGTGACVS
FBA Mtb inh – inhibitors of M. tuberculosis fructose-bisphosphate aldolase; P9WQA3; purified M. tuberculosis FBA, fluorescence read-out; inhibition, % at 1 µM; actives 2.3% (n = 360,000); AID 588726; in the data active = inhibition above about 27%;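 also: 0% = vehicle and 100% = reference inhibitor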
Target sequence (P9WQA3 whole entry, looked up): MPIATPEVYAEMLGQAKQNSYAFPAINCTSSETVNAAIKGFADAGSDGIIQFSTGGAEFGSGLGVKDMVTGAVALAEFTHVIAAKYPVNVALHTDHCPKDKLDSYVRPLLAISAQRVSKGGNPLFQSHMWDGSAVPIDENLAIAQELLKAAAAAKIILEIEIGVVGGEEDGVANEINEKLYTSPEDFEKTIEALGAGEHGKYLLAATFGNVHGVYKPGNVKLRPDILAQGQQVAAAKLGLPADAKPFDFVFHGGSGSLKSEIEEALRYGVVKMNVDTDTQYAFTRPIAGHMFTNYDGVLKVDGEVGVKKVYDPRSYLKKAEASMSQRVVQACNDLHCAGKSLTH
PrPC surface inh – inhibitors of human cell surface prion protein PrPC; inhibition, % at 13.8 µM; actives 0.43% (n = 370,000); AID 720596; TR-FRET read-out; in the data active = inhibition above about 24%; also: 0% = median of the test wells and 100% = reference compound wells
BoNT-F LC inh – inhibitors of Botulinum neurotoxin F light chain protease | Multiplex microsphere protease cleavage assay, flow cytometry | inhibition, % at 10 µM | actives 0.22% (n = 360,000) | AID 588497; in the data active = inhibition above about 35%, passing the limit was not always enough; inconclusive = no clear call, values can overlap the other calls; also: plate controls were buffer without enzyme for full effect and enzyme alone for no effect
MazF activator – MazEF (E. coli) toxin RNase activation. P0AE70. FAM/BHQ RNA-DNA oligo cleavage fluorescence, 5 h. activation, % at 20 µM. actives 0.32% (n = 350,000). AID 504720; in the data active = activation above about 50%
Target sequence (P0AE70 whole entry, looked up): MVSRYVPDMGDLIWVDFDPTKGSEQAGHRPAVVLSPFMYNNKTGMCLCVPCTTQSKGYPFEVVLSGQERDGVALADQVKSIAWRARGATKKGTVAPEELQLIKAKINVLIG
The depositor's hits bear a star; ? = inconclusive; · = not tested or not shown; & = joins results of further samples.

SMILES	FadD28 FP inh	BioA inh	UGM FP inh	GDH-TPI inh	Rv3671c protease	FBA Mtb inh	PrPC surface inh	BoNT-F LC inh	MazF activator
O=C(Nc1ccccc1F)C1CCN(C(=O)Cc2ccccc2)CC1	-1.9	-0.6	-1.8	7	4	4	4	0	5
CN1CCN(S(=O)(=O)c2cccc(C(=O)Nc3ccccc3N3CCCCC3)c2)CC1	-2.7	·	-1.8	2	7	-1	0	-13	1
COc1ccc(NS(=O)(=O)c2cccc(-c3nnc4n3CCCCC4)c2)cc1	-0.9	2.7	-2.2	0	-4	2	3	0	-4
COc1ccc(N2C(=S)N=C(Nc3cccc(C)c3)C23CCCCC3)cc1	-4.3	·	1.8	9	-4	-1	3	-4	-5
O=C(NC1CCN(c2ncccn2)CC1)c1c(F)cccc1F	-0.4	-0.3	-1.6	-2	1	4	4	-15	3
CCN(CC)CCN(C(=O)C1=COCCO1)c1nc2cc(C)cc(C)c2s1	-0.9	-0.3	3.8	-8	8	3	1	-7	18
FC(F)(F)c1ccccc1Cc1c(-c2ccccc2)nc2ccc(Cl)cn12	-2.1	-1.2	·	·	·	4	-2	8	·
O=C(COC(=O)C12CC3CC(CC(C3)C1)C2)Nc1nc2c(F)c(F)c(F)cc2s1	-2.8	-0.2	1.1	1	-20	-4	6	1	8
O=C(Cc1nc2ccccc2[nH]1)c1ccc(Br)cc1	-0.1	·	-1.2	32*	2	2	6	-10	7
COc1cc(/C=N\NC(=O)CC(=O)NCCc2ccccc2)ccc1O	0.9	·	0.1	16	-5	2	-9	-8	-1
O=C(C(c1ccccc1)c1ccccc1)N1CCN(Cc2ccccn2)CC1	0.1	-1.4	-3.7	6	2	0	-8	-10	7
CC12CN3CC(C)(CN(C1)P3(=O)Oc1ccccc1)C2=O (stereo unspecified)	-4.9	-0.2	-0.4	-13	1	4	6	2	-4
CC(C)OCC(O)CN (stereo unspecified)	-0.8	0.1	-0.8	-12	0	7	-2	-11	1
O=C(COc1cccc(Br)c1)Nc1ccc(Cl)c(S(=O)(=O)N2CCOCC2)c1	-2.3	·	-2.2	-4	-35	0	5	-9	-5
COc1ccc(-c2coc3c(C(=O)NCc4cccc(Cl)c4)cccc23)c(C)c1	-8.8	-1.3	·	1	·	-3	1	-3	·
COc1ccc(S(=O)(=O)N2CCCCC2)cc1NC(=O)c1cc(C)on1	-0.6	·	-2.2	-2	-2	5	-1	-4	-2
C/C(=N\NC(=O)C(=O)Nc1cccc(Cl)c1)c1ccncc1	-6.0	0.2	1.7	-9	-3	1	5	5	9
COc1ccc(C2CC(c3ccccc3)=NN2C(=O)COC(=O)c2ccc(Cl)nc2)cc1 (stereo unspecified)	-1.5	·	-0.1	7	-35	0	2	12	-11
COc1ccccc1OC(C)C(=O)N1CCC(Cc2ccccc2)CC1 (stereo unspecified)	-0.9	-0.8	-0.9	3	-6	0	4	3	-7
CCOC(=O)c1ccc2nc3c(cc2c1)CCS3	-1.9	-1.4	5.5	18	-14	7	10	0	-1
O=C(NOCc1ccccc1)c1ccccc1	-4.3	0.5	1.9	6	-5	2	3	-5	0&8
O=C(O)C(Cc1ccc(O)cc1)N1C(=O)c2ccccc2C1=O (stereo unspecified)	-0.6	0.0	-3.3	0	-2	1	10	11	-6
CCc1ccc(CN2CCN(C(=O)Cc3ccccc3)CC2)cc1	-2.5	·	-1.5	-6	8	-1	-1	-5	2
CSc1ccc(CCNC(=O)CCc2nnc3ccc(N4CCC5(CC4)OCCO5)nn23)cc1	-1.6	0.1	3.4	19	-2	2	-8	2	8
O=C(C1=C(O)C(=O)N(CCc2ccccc2)C1c1cccs1)c1ccco1 (stereo unspecified)	0.3	·	2.1	9	-10	0	4	0	7

An excerpt from above in order of formula weight, largest number first:
SMILES	FadD28 FP inh	BioA inh	UGM FP inh	GDH-TPI inh	Rv3671c protease	FBA Mtb inh	PrPC surface inh	BoNT-F LC inh	MazF activator
O=C(COC(=O)C12CC3CC(CC(C3)C1)C2)Nc1nc2c(F)c(F)c(F)cc2s1	-2.8	-0.2	1.1	1	-20	-4	6	1	8
COc1cc(/C=N\NC(=O)CC(=O)NCCc2ccccc2)ccc1O	0.9	·	0.1	16	-5	2	-9	-8	-1
O=C(Cc1nc2ccccc2[nH]1)c1ccc(Br)cc1	-0.1	·	-1.2	32*	2	2	6	-10	7

Looked up above:
Result for `O=C(COC(=O)C12CC3CC(CC(C3)C1)C2)Nc1nc2c(F)c(F)c(F)cc2s1` under FBA Mtb inh: -4
Result for `CN1CCN(S(=O)(=O)c2cccc(C(=O)Nc3ccccc3N3CCCCC3)c2)CC1` under GDH-TPI inh: 2

Back to the main list, repeating the 3 entries before the break.
SMILES	FadD28 FP inh	BioA inh	UGM FP inh	GDH-TPI inh	Rv3671c protease	FBA Mtb inh	PrPC surface inh	BoNT-F LC inh	MazF activator
CCc1ccc(CN2CCN(C(=O)Cc3ccccc3)CC2)cc1	-2.5	·	-1.5	-6	8	-1	-1	-5	2
CSc1ccc(CCNC(=O)CCc2nnc3ccc(N4CCC5(CC4)OCCO5)nn23)cc1	-1.6	0.1	3.4	19	-2	2	-8	2	8
O=C(C1=C(O)C(=O)N(CCc2ccccc2)C1c1cccs1)c1ccco1 (stereo unspecified)	0.3	·	2.1	9	-10	0	4	0	7
Cc1cc(C)nc(NC(=O)Cc2cccs2)n1	0.6	0.0	0.3	15	-9	32*	-1	-2	-2
Cc1occc1C(=O)N1CCN(c2ccc(Cl)c(Cl)c2)CC1	0.9	4.7	-2.5	8	4	-2	4	1	4
COC(=O)c1ccccc1CSc1nsc(/C=C/N(C)C)c1C#N	-2.3	-0.2	-2.7	1	-1	2	·	-12	0
O=C(O)CCN1CC2([N+](=O)[O-])CC=C(OCCO)C([N+](=O)[O-])(C1)C2 (stereo unspecified)	0.1	-1.3	-3.6	-5	1	2	-3	6	-8
CCOC(=O)c1cnc2ccc(Cl)cc2c1NCCN(C)C	-3.5	-0.3	20*	12	5	4	-2	-9	-2
O=C(NC1CCCCC1)c1ccccc1NC(=S)NC(=O)C1CCC1	-0.8	·	-1.1	7	12	-3	0	-8	3
COc1ccc(NC(=O)C2(C)Cc3c(-c4ccc(N(C)C)cc4)ccnc3O2)cn1 (stereo unspecified)	-2.4	5.6	·	27	·	40*	1	-13	·
CSCCC(NC(=O)c1ccco1)C(=O)Nc1cc(C)ccn1 (stereo unspecified)	-4.3	-0.9	·	-8	-1	-4	-2	-2	-1
COc1ccc(C(=O)N2CCC(N3CCN(c4ccccc4)CC3)CC2)cc1OC	-1.4	-2.4	-1.1	13	-1	-2	0	2	2
CSc1nc(N)n2nc(C(C)(C)C)cc2n1	-1.2	·	-0.3	1	5	-1	-4	2	5
CCOC(=O)N1CCC(Nc2ccc(N3C(=O)C4CCCCC4C3=O)cc2[N+](=O)[O-])CC1 (stereo unspecified)	-0.8	1.9	-0.3	8	-12	2	-26	-7	-9
COc1ccc(OCCCC(=O)Nc2ccc3c(c2)OCO3)cc1	0.9	-0.3	-2.0	-5	-4	-3	4	-2	2
Nc1ccc(Nc2ccccc2)c(Cl)c1	1.7	1.5	2.3	7	3	2	-1	-36	7
CCOc1ccc(Cc2noc3c2C(=O)CCC3)cc1OCC	0.3	-1.7	0.7	-6	6	5	1	-16	9
CCc1ccc(C2C(C#N)=C(N)SC(N)=C2C#N)s1	1.3	5.1	-0.4	16	-29	4	·	14	-254
CC(=O)c1cccc(NC(=O)c2ccc(N(Cc3ccc(C)cc3)S(C)(=O)=O)cc2)c1	-4.2	1.7	·	5	-28	2	3	-1	-7
CCOc1ccc(-c2nc(C#N)c(NCc3ccc4c(c3)OCO4)o2)cc1	-1.6	0.8	-4.1	4	11	26	4	-10	0
CN(C)Cc1c(C(=O)N/N=C/c2ccccc2OCc2c(F)cccc2Cl)nnn1-c1nonc1N	-2.0	1.5	-2.1	9	-73	0	5	-27	-6
Cc1cc(C)c(C(=O)Nn2c(C)nc3ccccc3c2=O)cc1C	·	0.9	4.8	3	-1	0	8	-33	8
COc1cc(C(=O)N/N=C/c2sc(=O)n(-c3ccccc3)c2Cl)cc(OC)c1OC	-2.4	-0.2	0.8	46*	1	-4	-5	-1	-2
COC(=O)C1=C(c2ccc(S(C)(=O)=O)cc2)C[C@@H]2CC[C@H]1N2C(=O)NC1CC1	-3.1	-1.2	-0.9	1	0	-1	-7	-1	7
CCCc1nnc(NC(=O)CCC(=O)N2CCCCC2CC)s1 (stereo unspecified)	-2.8	-1.2	0.9	-4	-11	-2	-11	-13	5
COCCNC(=O)CN(c1cc(Cl)ccc1OC)S(=O)(=O)c1ccc(C)c([N+](=O)[O-])c1	0.5	0.4	-3.5	6	3	2	-14	-3	11
O=C(c1ccccc1Oc1ccc([N+](=O)[O-])cc1)N1CCOCC1	-0.3	0.9	-2.5	24	6	0	-14	20	2
COc1cccc(C(CNc2ccc(S(=O)(=O)N3CCN(C)CC3)cc2[N+](=O)[O-])N(C)C)c1 (stereo unspecified)	-0.4	-2.0	·	3	·	-3	-9	-9	4

The results go on.
SMILES	FadD28 FP inh	BioA inh	UGM FP inh	GDH-TPI inh	Rv3671c protease	FBA Mtb inh	PrPC surface inh	BoNT-F LC inh	MazF activator
COC(=O)[C@H](C)NC(=O)NC1CCCc2ccccc21 (stereo partly specified)	-0.3	0.6	0.3	-14	3	-4	·	-3	0
CC1(C(=O)NS(=O)(=O)c2cccc(F)c2)CCN1C(=O)c1cccc(F)c1 (stereo unspecified)	-3.0	-0.9	·	11	·	-2	5	-10	·
CCC(=O)N1c2ccc(S(=O)(=O)CCC(=O)Nc3ccc(OC)cc3OC)cc2CC1C (stereo unspecified)	-1.8	-0.5	4.0	3	-5	0	1	4	3
CCc1ccc(N2C(=O)C(Cl)=C(N3CCCCCC3)C2=O)cc1	-2.6	-2.3	-3.8	0	·	0	-6	-19	-6
Cc1cccc(C)c1NC(=O)NCCCN1CCN(c2ccccc2)CC1	-3.0	1.1	-0.2	8	2	2	-4	7	5
CCC1C(=O)C[C@H]2CCN3C(=O)CCCC1C23 (stereo partly specified)	-3.3	0.3	·	-12	·	0	-8	1	3
Fc1ccccc1SCc1nnc(-c2ccccc2Br)o1	-2.2	-1.9	-1.6	-3	-2	0	8	-3	1
Cc1ccccc1-c1nc(CN2CCC(C(=O)O)CC2)c(C)o1	-1.5	-2.1	-3.3	3	5	5	1	-3	2
COc1ccc(/C(C)=N/NC(=O)c2ccc(CSc3cccc4cccnc34)cc2)cc1OC	-5.9	-0.5	-1.1	17	-1	23	1	2	-14
CCOc1cccc(OCCCCN2CCCCC2)c1	0.6	-0.6	-1.1	6	6	0	-4	0	0
Cc1ccc(S(=O)(=O)N2CCN(C(=O)c3cccs3)CC2)cc1C	-1.1	2.4	-0.3	-4	3	-2	13	-1	-1
COc1ccc(OC)c(S(=O)(=O)Nc2c(F)cccc2F)c1	-1.5	0.0	-1.7	0	-5	1	5	1	-8
CCCCn1c(-c2ccco2)nc2ccccc2c1=O	-2.7	2.0	-2.3	3	-1	0	-8	?	4
COc1ccc(CC(=O)Nc2ccc(-c3nnc(-c4ccccc4)o3)cc2)cc1	-1.5	-2.0	1.5	2	-6	2	-1	3	-47
Cc1ccc(S(=O)(=O)C(C#N)c2nc3ccccc3nc2OC(C)C)cc1 (stereo unspecified)	-1.2	2.0	4.0	2	3	2	-3	-3	-5
CCC(C)[C@@H](CN)NCC1(c2ccccc2)CC1 (stereo partly specified)	-3.7	-0.2	-0.9	-1	-7	-2	4	-22	2
Cc1ccc(N2C(=O)c3ccccc3NC2C(C)Cc2ccc3c(c2)OCO3)cc1 (stereo unspecified)	-3.6	0.4	-1.3	2	-13	12	6	-8	2
CCc1ccc(NC(=O)CS(=O)CC(=O)NC(C)CCc2ccco2)cc1 (stereo unspecified)	-0.9	-0.9	-3.8	4	3	5	1	16	2
COc1ccccc1CNC(=O)c1cc(-c2ccncc2)nc2c(Cl)cccc12	-2.1	-0.1	0.2	2	-19	0	-20	2	4
COc1ccc(OC)c(C(=O)CSc2nnc(Cc3cccs3)n2CCc2ccccc2)c1	-1.2	0.7	0.3	14	-3	-1	2	-3	-10
Cc1ccc(CNC(=O)CN(C(=O)N2CCN(C)CC2)S(=O)(=O)c2ccc(C)cc2)cc1	-2.3	·	0.1	-1	2	1	0	·	-3
COc1cc2cc(Br)cc(Br)c2nc1C	-0.2	1.2	1.1	9	-12	-6	63*	-3	3
COc1ccc(C(C)=O)cc1Cn1c(C)c(C(=O)NCc2ccc(C(F)(F)F)cc2)sc1=O	-10	0.5	·	-9	·	-1	-2	-18	·

Bioassay records: PubChem, several laboratories
